CHT inh – human CHT choline transport inhibition; Q9GZV3; CHT-expressing cells, membrane potential dye, choline response; stronger effect = lower value; B-score at 10 µM; 310,000 compounds, 0.86% hits; AID 488975;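 active means B-score over 3 SD under the library average, and starting fluorescence ratio not unusually high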;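 further: choline stimulus applied at its EC90 after an EC20 pre-addition; B-score computed on integrated fluorescence ratio after choline addition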
Target sequence (Q9GZV3 whole entry, looked up): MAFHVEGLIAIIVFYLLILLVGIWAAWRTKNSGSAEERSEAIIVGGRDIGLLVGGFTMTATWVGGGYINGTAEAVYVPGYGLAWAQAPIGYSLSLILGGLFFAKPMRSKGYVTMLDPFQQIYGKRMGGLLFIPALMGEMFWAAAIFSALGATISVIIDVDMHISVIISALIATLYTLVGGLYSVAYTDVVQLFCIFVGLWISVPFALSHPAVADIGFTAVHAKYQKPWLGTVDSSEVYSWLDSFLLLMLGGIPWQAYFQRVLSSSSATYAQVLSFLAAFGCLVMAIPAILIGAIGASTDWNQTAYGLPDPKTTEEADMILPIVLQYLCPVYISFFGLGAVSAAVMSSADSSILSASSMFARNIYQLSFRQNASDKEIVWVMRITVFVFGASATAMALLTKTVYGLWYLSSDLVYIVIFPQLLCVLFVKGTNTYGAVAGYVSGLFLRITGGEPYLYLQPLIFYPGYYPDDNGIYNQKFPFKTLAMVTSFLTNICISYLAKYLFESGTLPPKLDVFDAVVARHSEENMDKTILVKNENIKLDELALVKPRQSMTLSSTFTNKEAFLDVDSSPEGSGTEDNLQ
CHT PAM – human CHT allosteric activation; Q9GZV3; CHT-expressing cells, membrane potential dye, choline EC20; stronger effect = higher value; LV-AA mutant CHT in HEK293 cells; B-score at 10 µM; 310,000 compounds, 0.49% hits;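 active means initial fluorescence not abnormally high and integrated response B-score, plate-corrected, over 3 SD above library mean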
Numbers without * were called inactive; i = inactive. Compounds as they come; any-hit rate near 1.5%.

SMILES	CHT inh	CHT PAM
CNC(=O)c1ccccc1S(=O)c1ccccc1C#N (stereo not given)	i	i
O=C(NNc1ccccc1[N+](=O)[O-])NC1CCCCC1	i	i
CN(C)c1ccc(C(=O)N2CCCC(CCC(=O)N3CCN(c4ccccn4)CC3)C2)cc1 (stereo not given)	i	i
COc1ccc(C2C(C(=O)O)c3ccccc3C(=O)N2C)cc1Br (stereo not given)	i	i
CC(C)(C)C(=O)Nc1ccccc1-c1nc2ccccc2[nH]c1=O	i	i
O=C(Nc1cccc([N+](=O)[O-])c1)Nc1cnccn1	i	i
CN(C)C(=O)CCC(=O)N1CCCC(C(=O)c2ccc(C(F)(F)F)cc2)C1 (stereo not given)	i	i
C#Cc1ccc2c(c1)COc1c3ccccc3nn1-2	i	i
CCC(=O)Nc1ccc(-c2nn3c(C)nnc3s2)cc1C	i	i
Cc1cc(C(=O)NNC(=S)NCC(C)C)cs1	i	i
CC(=O)N/C(=N\c1nc(C)cc(C)n1)Nc1ccc(Cl)cc1Cl	i	i
Cc1ccc2c(c1)c1cccc3c1n2CCN3CCC(N)=O	i	i
COc1ccccc1NC(=O)/C(C#N)=C/c1cccnc1	i	i
O=C(COC(=O)c1ccccc1Cc1ccccc1)Nc1ccc(SC(F)F)cc1	i	i
Cc1ccc(S(=O)(=O)N2CCCCC2)cc1NC(=O)C1CCCO1 (stereo not given)	i	i
O=C(Cn1cc([N+](=O)[O-])cn1)N1CCc2ccccc2C1	i	i
CN1CCN(c2nc3c(c(=O)[nH]c(=O)n3C)n2Cc2ccc(Cl)cc2)CC1	i	i
Cc1ccc(CSCCNC(=O)CN(c2ccccc2)S(C)(=O)=O)cc1	i	i
CN1CCN(C(=O)c2cc([N+](=O)[O-])cc([N+](=O)[O-])c2)CC1	i	i
CCN(C(=O)CN1CCN(Cc2ccccc2)CC1)c1c(N)n(Cc2ccccc2)c(=O)[nH]c1=O	i	i
O=C(COc1ccccc1)Nc1ccc2[nH]c(=O)[nH]c2c1	i	i
COC(=O)c1cc2ccccc2n1S(=O)(=O)c1ccccc1	i	i
CC(=O)N1CCN(c2ccccc2NC(=O)COc2ccccc2C)CC1	i	i
CN1CCN(CCCNC(=O)c2cn(C)c3ccc(S(=O)(=O)N(C)C)cc3c2=O)CC1	i	6.9*
O=C(Cc1cccs1)Nc1cccc(-c2nc3ccccc3o2)c1	i	i
COc1ccc(/C=C/C(=O)O)cc1COc1ccccc1C	i	i
Cn1ccc(C(=O)N/N=C/c2ccccc2[N+](=O)[O-])n1	i	i
C/C(CC(=O)NCC(C)C)=N\NC(=O)COc1cc(C)c(Br)cc1Br	i	i
Cc1cc(C)n(Cc2cccc(F)c2)c(=O)c1C#N	i	i
CCN1CCc2c(sc(NC(=O)Nc3ccc(Cl)c(Cl)c3)c2C(N)=O)C1	i	i
Cc1cc(C(=O)N/N=C/c2ccc(Cl)c([N+](=O)[O-])c2)c(C)n1-c1ccc(F)cc1	i	i
C/C(=N/NC(=O)C1COc2ccccc2O1)c1ccc(Br)s1 (stereo not given)	i	i
Cc1nnc(SCC(=O)NNC(=O)c2ccco2)s1	i	i
Cc1cc(=O)[nH]c2ccc(S(=O)(=O)NC3CCCCC3)cc12	i	i
COC(=O)c1ccc(N2C(=O)CC(SCCN)C2=O)cc1 (stereo not given)	i	i
Nc1c(C(=O)O)sc2nc3c(cc12)CCCC3	i	i
CCOc1ccc(NC(=O)c2ccc(NC(=O)c3ccc(CN4CCOCC4)cc3)cc2)cc1	i	i
CCCc1ccc2oc(C(=O)N(C)Cc3cnccn3)c(C)c2c1	i	i
Cc1ccc(NC(=O)CSCC(=O)OC(C)C(=O)Nc2ccc(S(N)(=O)=O)cc2)c(C)c1 (stereo not given)	i	i
CCSc1c(C(=O)NC)ccc2c1C(=O)c1ccccc1C2=O	i	i
O=C(CCCn1c(=S)[nH]c2ccccc2c1=O)N1CCOCC1	i	i
COc1ccc(CNc2nc(-c3cccnc3)nn2S(C)(=O)=O)cc1	i	i
Cc1ccsc1C1C(C#N)=C(N)OC2=C1C(=O)CC(C)C2 (stereo not given)	i	i
Cc1cc(C)nc(N2CCCC(C(=O)Nc3nnc(C)s3)C2)n1 (stereo not given)	i	i
O=C(C1CCC1)N1CCN(S(=O)(=O)c2ccc(Br)cc2Cl)CC1	i	i
CCc1c(C)nc(N)n2c(SCC(=O)N3CCCC(C)C3)nnc12 (stereo not given)	i	i
Cc1noc(C)c1CSCC(=O)Nc1cc(Cl)ccc1N1CCOCC1	i	i
O=C(Nc1cccc2ncccc12)c1ccc(F)cc1	i	i
CCOc1ccc(Nc2ncnc3c2cnn3C)cc1	i	i
O=C1CC(c2nc3ccccc3[nH]2)CN1c1ccccc1F (stereo not given)	i	i
CCNc1nc(NCC)n2c(SCC(=O)Nc3ccc(F)cc3)nnc2n1	i	i
O=C(NCCOc1ccccc1Cl)c1cc(F)c(F)cc1Cl	i	i
CCN(CC)C1CCN(c2nc3nonc3nc2NCCOC)C1 (stereo not given)	i	i
CCn1ncc(/C=C/C(=O)Nc2c(C)nn(CC)c2C)c1C	i	i
COC(=O)c1cccnc1NC(=S)NNC(=O)c1ccncc1	i	i
CC(c1ccccc1)C1CC(=O)N(Cc2ccco2)C1=O (stereo not given)	i	i
O=C(c1ccccc1)N1CCN(Cc2ccccc2)CC1	i	i
N=C1/C(=C\c2ccc(OC(=O)c3ccccc3)cc2)C(=O)N=C2SC(N3CCOCC3)=NN12	i	i
CCOC(=O)Nc1ccc2c(c1)N(C(=O)OC)c1ccccc1CC2	i	i
COc1ccc(C(C)NC(=O)c2cccc([N+](=O)[O-])c2)cc1OC (stereo not given)	i	i

Of the compounds above, 4 have two or more sulfur atoms:
SMILES	CHT inh	CHT PAM
Cc1cc(C(=O)NNC(=S)NCC(C)C)cs1	i	i
Cc1ccc(CSCCNC(=O)CN(c2ccccc2)S(C)(=O)=O)cc1	i	i
Cc1nnc(SCC(=O)NNC(=O)c2ccco2)s1	i	i
Cc1ccc(NC(=O)CSCC(=O)OC(C)C(=O)Nc2ccc(S(N)(=O)=O)cc2)c(C)c1 (stereo not given)	i	i

Next section
SMILES	CHT inh	CHT PAM
O=c1oc2ccccc2n1CSc1nc2ccccc2s1	i	i
Cn1c2ccccc2c2ncn(Cc3ccc(F)cc3)c(=O)c21	i	i
Cc1cccn2c(=O)c3cc(C(=O)NCc4ccc(F)cc4)c(=N)n(CC4CCCO4)c3nc12 (stereo not given)	i	i
C/C(=N\NC(=O)c1cc(-c2ccncc2)nc2ccccc12)c1ccc(N2CCOCC2)cc1	i	i
Cn1c(N)c(C(=O)CSc2ncn[nH]2)c(=O)n(C)c1=O	i	i
CC(c1ccccc1)N1CCn2c(nc3cc(NC(=O)c4cccs4)ccc32)C1 (stereo not given)	i	i
O=C(NC(Nc1ncc(S(=O)(=O)c2ccc([N+](=O)[O-])cc2)s1)(C(F)(F)F)C(F)(F)F)c1ccc(Cl)cc1	i	i
O=C(CCN1C(=O)C2C3C=CC(C3)C2C1=O)Nc1ccc2c(c1)OCO2 (stereo not given)	i	i
Cc1cccc(-c2nc(C#N)c(NCC3CCCO3)o2)c1 (stereo not given)	i	i
CCS(=O)c1ccccc1C(=O)OC(C)C(=O)Nc1ccc(S(=O)(=O)N2CCCC2)cc1 (stereo not given)	i	i
CCOc1ccc(N(C)C(=O)CCc2nnc3ccc(N4CCCC4)nn23)cc1	i	i
Cc1nn(-c2ccccc2)c2[nH]c(C(F)(F)F)cc(=O)c12	i	i
COc1ccc(C(C)NC(=O)C2C(=O)NC3(C)CC2c2ccccc2O3)cc1 (stereo not given)	i	i
CS(=O)(=O)N1N=C(c2ccc(Br)cc2)CC1c1cccs1 (stereo not given)	i	i
O=C(c1cnn2c(C(F)(F)F)cc(-c3ccc(F)cc3)nc12)N1CCc2ccccc2C1	i	i

4 records picked at random from the list so far, as already listed:
SMILES	CHT inh	CHT PAM
O=C(NC(Nc1ncc(S(=O)(=O)c2ccc([N+](=O)[O-])cc2)s1)(C(F)(F)F)C(F)(F)F)c1ccc(Cl)cc1	i	i
Cc1cccc(-c2nc(C#N)c(NCC3CCCO3)o2)c1 (stereo not given)	i	i
CCOc1ccc(N(C)C(=O)CCc2nnc3ccc(N4CCCC4)nn23)cc1	i	i
O=C(CCN1C(=O)C2C3C=CC(C3)C2C1=O)Nc1ccc2c(c1)OCO2 (stereo not given)	i	i

(further entries)
SMILES	CHT inh	CHT PAM
Fc1cccc(Cl)c1-c1nnc2ccc3ccccc3n12	i	i
c1ccc(SCc2nc(-c3ccncc3)no2)cc1	i	i
Cn1cc(C(=O)c2ccc(Cl)cc2Cl)cc1C(=O)N/N=C(\N)COc1ccc(Cl)cc1Cl	i	i
O=C(c1ccc(NS(=O)(=O)c2ccccc2)cc1)N1CCN(Cc2ccc3c(c2)OCO3)CC1	i	i
COc1cc(OC)c2c(-c3ccccc3)cc(=O)oc2c1C(CC(=O)N1CCN(c2ccccc2)CC1)c1ccc(N(C)C)cc1 (stereo not given)	i	i
CC(C)c1nnc(NC(=O)c2cccs2)s1	i	i
O=C(Nc1nnc(-c2ccc(F)cc2)s1)Nc1ccccc1F	i	i
N#Cc1cccc(NC(=O)CCNC(=O)c2ccccc2Cl)c1	i	i
Cc1cccc(NC(=O)CSc2cccc3cccnc23)c1	i	i
COCCn1c(SCC(=O)N2CCCCC2)nc2ccccc2c1=O	i	i
O=[N+]([O-])c1ccc(CN2CCN(c3ccc(F)cc3)CC2)o1	i	i
CC[n+]1ccccc1/C=C1\Sc2ccc(C)cc2N1C	i	i
Clc1ccc(Cl)c(OCCCCN2CCNCC2)c1	i	i
COc1ccc(NC(=O)CSc2nc3c(c(=O)n2-c2ccc(F)cc2)SCC3)cc1	i	i
NS(=O)(=O)c1ccc2nc(NC(=O)c3ccncc3)sc2c1	i	i
Cc1n[nH]c(=O)c2c(NC(=O)CSc3nc4ccccc4c(=O)n3-c3ccc(OC(F)F)cc3)oc(C)c12	i	i
CCCCn1c(N)c(N(CCC(C)C)C(=O)CCN2C(=O)C3CC=CCC3C2=O)c(=O)[nH]c1=O (stereo not given)	i	i
COc1ccc(-n2c(=O)c(CCC(=O)N(C)Cc3cccs3)nc3ccccc32)cc1	i	i
CC(C)[C@@H](N)C(=O)N/N=C/c1ccc2nccnc2c1	i	i
COc1cccc2cc(-c3cn4ccc(C)cc4n3)c(=O)oc12	i	i
O=C(NNC(=O)c1cc2ccccc2o1)c1ccc(Cl)cc1	i	i
COCCN(CCOC)C(=O)C1CCCN(S(=O)(=O)c2ccc(NC(=O)OC)cc2)C1 (stereo not given)	i	i
O=C(Cc1ccc(Cl)cc1)Nc1ccc(Br)cn1	i	i
CCn1c(SCc2ccc(Cl)c(Cl)c2)nnc1C(C)NC(=O)c1ccc(OC)cc1 (stereo not given)	i	i
COc1cc(Cl)c(C)cc1NC(C)C(=O)Nc1cc(C(F)(F)F)ccc1N1CCOCC1 (stereo not given)	i	i
CCCCn1c(SCC(=O)Nc2nccs2)nc2ccccc2c1=O	i	i
C=CCS/C(N)=N\N=C\c1c(O)ccc2ccccc12	i	i
O=C(c1cn(-c2ccccc2)nc1-c1cccc(Br)c1)N1CCOCC1	i	i
Cn1c(=N)n(CC(O)c2cccs2)c2ccccc21 (stereo not given)	i	i
CSc1cccc(NC(=S)N(Cc2ccccc2)Cc2cccnc2)c1	i	i

Compound profiles (already shown). Order of screens: CHT inh | CHT PAM
`O=C(Cc1ccc(Cl)cc1)Nc1ccc(Br)cn1` is listed with i | i
`CCCCn1c(SCC(=O)Nc2nccs2)nc2ccccc2c1=O` is listed with i | i
`COc1cc(Cl)c(C)cc1NC(C)C(=O)Nc1cc(C(F)(F)F)ccc1N1CCOCC1` (stereo not given) is listed with i | i
`C=CCS/C(N)=N\N=C\c1c(O)ccc2ccccc12` is listed with i | i

Going on with the list.
SMILES	CHT inh	CHT PAM
COc1ccc(S(=O)(=O)NCC(c2ccc3c(c2)OCO3)N2CCN(c3ccccc3)CC2)cc1 (stereo not given)	i	i
CCOC(=O)C1C(=O)CC(C)(O)C(C(=O)OCC)C1c1ccc2c(c1)OCO2 (stereo not given)	i	i
COc1cc(C(=O)Nc2ccccc2C(=O)NCc2cccnc2)cc(OC)c1OC	i	i
C/C(=N\Nc1ccc(S(N)(=O)=O)cc1[N+](=O)[O-])c1cccnc1	i	i
COCCCNC(=O)c1ccccc1Sc1ccc(NC(C)=O)nc1	i	i
O=c1c([N+](=O)[O-])c(O)c2ccccc2n1Cc1ccccc1	i	i
CC(=O)c1ccc(OCc2cc(C(=O)N(C)Cc3cc(C)no3)no2)cc1	i	i
COc1ccc(C(=O)CSc2ccc(-c3ccco3)nn2)cc1	i	i
COc1ccc(Cl)cc1NC(=O)Nc1ccccc1C(N)=O	i	i
Cc1cccc(OCCCn2c(=O)oc3ccc(C)cc32)c1	i	i
Cc1c(Cc2ccc3c(c2)OCO3)sc(NC(=O)c2cccc3ccccc23)c1C(N)=O	i	i
Cc1cccc(N2CCN(C(=O)c3ccc(CNc4c(N5CCC(C)CC5)c(=O)c4=O)cc3)CC2)c1C	i	i
Cc1c(C(C)C)c(=O)n(-c2ccc(S(=O)(=O)NC3CC3)cc2)n1C	i	i
CNC(=O)c1cccc(N2CCCC2=O)c1	i	i
NS(=O)(=O)c1ccc(CCNC(=O)C(=O)NCC2OCCN2S(=O)(=O)c2cccs2)cc1 (stereo not given)	i	i
CC(Cl)C(=O)Nc1ncc(C(F)(F)F)cc1Cl (stereo not given)	i	i
COc1cccc(CNC(=O)Cn2nc(C)c3c(C)n(-c4ccc(C)cc4)nc3c2=O)c1OC	i	i
CCc1nc(C)cn1S(=O)(=O)c1cc([N+](=O)[O-])ccc1Cl	-5.4*	i
